SSB-PriA inh: K. pneumoniae PriA-SSBct interaction inhibition | inhibition, % at 33 µM | 0.6% of 430,000 active | AID 1272365 | AlphaScreen SSBct-PriA binding, biotinylated peptide; in the data active means inhibition mostly above about 37%, no sharp cut-off; inactive means mostly below about 20%;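 further: plate controls were negative control peptide for no effect and reference peptide for full effect; strong numbers were not always called active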
Starred values were filed as active, the others as inactive; i = inactive; & = joins results of further samples. The list is partial, so the mix of outcomes need not match the whole.

mol,SSB-PriA inh
N#CCCn1cc(/C=N/N=C2NC(=O)C(CC(=O)O)S2)c(-c2ccc(F)cc2)n1 (configuration not stated),i
Cc1ccccc1N(CC(=O)NN=Cc1ccc(F)cc1)C(=O)c1ccccc1,7.3
N#C/C(=C\c1ccc(OC(=O)c2ccccc2)cc1)c1nnc2n1CCCCC2,-5.0
CC(=NO)C(C)Oc1ccc(Cl)cc1 (configuration not stated),-14.4
CC(=NOc1nc(C)cc(C)n1)c1ccc(Cl)cc1Cl,-1.5
Cc1ccccc1-n1c(O)c(C=NN2CCOCC2)c(=O)[nH]c1=S,-5.4
Cc1cc(C=Nn2cnnc2)c(C)n1-c1cccc(Cl)c1,18.3
CCCn1c(NN=C/C=C/c2ccccc2)nc2c1c(=O)[nH]c(=O)n2C,-13.8
COc1ccc(NC(=O)c2c(N)c(C(=O)c3ccc(Br)cc3)n3ccccc23)cc1OC,-8.0
CC(=NNC(=O)C1CC1c1ccccc1)c1ccc(C)s1 (configuration not stated),-21.6
O=C1OC2(CCN(C(=O)c3c(F)cccc3Cl)CC2)c2ccccc21,-8.0
O=C(CSc1nnc(CCn2ccc(=O)[nH]c2=O)o1)Nc1cc(Cl)ccc1Cl,-12.0
O=C(c1cc(=O)[nH]c2ccccc12)N1CCN(c2cc(C(F)(F)F)ncn2)CC1,-9.0
O=C(COc1ccccc1)NCC(=O)NN=Cc1ccc(Cl)cc1,-1.7
Cc1ccc(OC2CCCN(C(=O)c3ccco3)C2)nn1 (configuration not stated),-5.0
COCCN1CCCc2ccc(NC(=O)c3cc(C)cc(C)c3)cc21,62.0*
O=C(CCn1ccc(=O)[nH]c1=O)Nc1nc2c(s1)COCC2,-11.0
COc1ccc(C(CNC(=O)c2ccc([N+](=O)[O-])cc2)N2CCN(C)CC2)cc1 (configuration not stated),-3.0
CCN1C(=O)C(C)SC1=NS(=O)(=O)c1ccc(F)cc1 (configuration not stated),-11.7
O=S(=O)(c1cccs1)N1CCC(c2nc(-c3ccccn3)no2)CC1,4.0
O=C(CSCc1ccccc1)NCCN1CCN(c2ccccc2F)CC1,-3.0
O=C(NN=Cc1ccccc1Cl)C1CC1,-19.8
O=C(CSc1ncnc2c1[nH]c1ccccc12)N1CCN(c2ccc(F)cc2)CC1,12.0
O=C(Nc1ccc2c(c1)C(=O)Nc1cc(Cl)ccc1O2)c1cccc(F)c1,-15.0
COc1ccc2nc(N3CCN(C(=O)c4cc(C)on4)CC3)sc2c1,-7.0

A draw from above in order of molecular weight, largest number first.
mol,SSB-PriA inh
COc1ccc(NC(=O)c2c(N)c(C(=O)c3ccc(Br)cc3)n3ccccc23)cc1OC,-8.0
O=C(CSc1nnc(CCn2ccc(=O)[nH]c2=O)o1)Nc1cc(Cl)ccc1Cl,-12.0
O=C(CSc1ncnc2c1[nH]c1ccccc12)N1CCN(c2ccc(F)cc2)CC1,12.0
N#CCCn1cc(/C=N/N=C2NC(=O)C(CC(=O)O)S2)c(-c2ccc(F)cc2)n1 (configuration not stated),i
O=C(c1cc(=O)[nH]c2ccccc12)N1CCN(c2cc(C(F)(F)F)ncn2)CC1,-9.0
COc1ccc(C(CNC(=O)c2ccc([N+](=O)[O-])cc2)N2CCN(C)CC2)cc1 (configuration not stated),-3.0
Cc1ccccc1N(CC(=O)NN=Cc1ccc(F)cc1)C(=O)c1ccccc1,7.3
O=C(CSCc1ccccc1)NCCN1CCN(c2ccccc2F)CC1,-3.0
N#C/C(=C\c1ccc(OC(=O)c2ccccc2)cc1)c1nnc2n1CCCCC2,-5.0
O=C(Nc1ccc2c(c1)C(=O)Nc1cc(Cl)ccc1O2)c1cccc(F)c1,-15.0
O=C1OC2(CCN(C(=O)c3c(F)cccc3Cl)CC2)c2ccccc21,-8.0
COc1ccc2nc(N3CCN(C(=O)c4cc(C)on4)CC3)sc2c1,-7.0
CCCn1c(NN=C/C=C/c2ccccc2)nc2c1c(=O)[nH]c(=O)n2C,-13.8
O=C(COc1ccccc1)NCC(=O)NN=Cc1ccc(Cl)cc1,-1.7
COCCN1CCCc2ccc(NC(=O)c3cc(C)cc(C)c3)cc21,62.0*
O=C(CCn1ccc(=O)[nH]c1=O)Nc1nc2c(s1)COCC2,-11.0
CCN1C(=O)C(C)SC1=NS(=O)(=O)c1ccc(F)cc1 (configuration not stated),-11.7
CC(=NOc1nc(C)cc(C)n1)c1ccc(Cl)cc1Cl,-1.5
Cc1cc(C=Nn2cnnc2)c(C)n1-c1cccc(Cl)c1,18.3
CC(=NNC(=O)C1CC1c1ccccc1)c1ccc(C)s1 (configuration not stated),-21.6
O=C(NN=Cc1ccccc1Cl)C1CC1,-19.8
CC(=NO)C(C)Oc1ccc(Cl)cc1 (configuration not stated),-14.4

The results go on.
mol,SSB-PriA inh
O=C(CSc1ncnc2nc[nH]c12)c1ccc2c(c1)OCO2,-8.0
O=C(CSc1nnc(-c2ccco2)o1)Nc1nc(-c2ccccc2)cs1,-2.0
O=C(NCC1CCN(S(=O)(=O)C2CC2)CC1)c1ccccc1S(=O)(=O)C(F)F,0.0
CCOc1ccc(-c2csc(-n3nc(C)cc3NC(=O)C34CC5CC(CC(C5)C3)C4)n2)cc1,0.0
CCN(CC)c1ccc(C(=O)NC(=S)Nc2nc(-c3ccc([N+](=O)[O-])cc3)cs2)cc1,4.0
O=C(NN=Cc1cccnc1)c1ccc2c(c1)OCCO2,-14.4
Cc1cc(NC(=O)C(=O)NCc2ccsc2)no1,-10.0&2.0
COc1ccc(C(=O)N2CCSC(c3ccccc3C)CC2)cn1 (configuration not stated),0.0
COc1ccc(Cl)cc1NC(=O)CSc1nc2cc(OC)c(OC)cc2c2nc(C)nn12,-17.0
Cc1cc2ncc(NC(=O)Cn3c(=O)oc4ccccc43)cn2n1,11.0
Clc1ccc(CN2CCN(N=Cc3cccnc3)CC2)cc1,17.7
CC(=O)N1CCc2ccc(NC(=O)c3ccco3)cc21,4.0
O=C(NCc1ccc(F)cc1)c1ccc2nc[nH]c2c1,11.0
Cc1nc2ccc(NC(=O)COc3ccc(Cl)cc3Cl)cc2c(=O)n1-c1ccc(F)cc1,-20.0&1.0
COc1ccc(C(=O)NCC(=O)NN=Cc2cccc(OC(=O)c3ccco3)c2)cc1OC,-6.0
CC(=O)c1cccc(NC(=O)Cc2csc(Nc3cccc(Cl)c3)n2)c1,-15.0&23.0
O=C(NCCCOc1cccc2cccnc12)c1ccc(=O)[nH]c1,-15.0
CO[C@@H](CNC(=O)NC(C)(C)C)c1ccc(C)s1,-16.0
O=[N+]([O-])c1cc(-c2ccc(C=Nc3nc4ccccn4c3-c3ccco3)o2)ccc1Cl,26.8
O=C(CN(c1ccc(F)cc1)S(=O)(=O)c1cccnc1)N1CCc2ccccc21,0.0
CCOc1ncccc1C(=O)N1CC[C@H](Oc2ccc(N(C)C)nn2)C1,-15.0
Cn1cc([C@@H](O)CNC(=O)c2ccc3nsnc3c2)c2ccccc21,-8.0
Cc1ccc(NC(=S)N=C(N)Nc2nc(C)c3cc(C)ccc3n2)c(C)c1,6.2
Cc1cc(C)c2nc(N(CCCn3ccnc3)C(=O)c3ccco3)sc2c1,95.7*
CC(C)(C)NC(=O)N1CCC(CNS(=O)(=O)CCOc2ccccc2)CC1,-5.0
COc1cc(C(C)=NN2CCOCC2)cc(OC)c1OC,-3.5
Cc1ccccc1OCC(=O)NC[C@](C)(O)c1ccc2c(c1)OCO2,-11.0
COc1ccc(CCNC(=O)CN2CC(c3nc(-c4ccsc4)no3)C2)cc1OC,5.0
O=C(CCC1CCCCC1)NCCn1nc(-c2cccnc2)ccc1=O,-4.0
O=S(=O)(NCCN1CCOCC1)c1ccc(I)cc1,-8.0
CC(=O)c1ccc(S(=O)(=O)NCCCn2nc(-c3ccncc3)ccc2=O)cc1,-11.0
COc1cc(-c2noc(-c3cc(-c4ccccc4)n[nH]3)n2)cc(OC)c1OC,-1.0
Clc1ccccc1CN1CCC(c2cccs2)CC1,-33.0
O=C(Nc1ccccc1-c1cn2ccccc2n1)c1cc2ccccc2o1,-7.0
O=C(Cn1cnc2ccccc21)N1CCN(c2ccc(-n3cncn3)nn2)CC1,0.0
CCOC(=O)c1c(NC(=O)c2cccc(Cl)c2)sc2c1CCC2,-1.0
O=C(Nc1ccccc1Cc1nc(-c2ccco2)no1)[C@H]1CC(=O)N(c2ccc(F)cc2)C1,-9.0
O=C(NC[C@H]1CCCN1c1nccs1)c1ccco1,-18.0
O=C(COc1ccc(F)cc1)NCCn1nc(-c2cccnc2)ccc1=O,-1.0
CN(C)c1cccc(C(=O)N2CCCSC[C@@H]2CN2CCCC2)c1,-1.0
COC(=O)C(=NNc1ccccc1C)Sc1nnc(C(O)c2ccccc2)n1-c1ccccc1 (configuration not stated),-8.5
CSC[C@@](C)(O)CNC(=O)CCc1c(C)noc1C,-9.0
Fc1ccc(C=NNC(=S)NCCc2ccccc2)cc1F,-14.4
CCCCC(=O)Nc1cc(=O)n(C)c(=O)n1C,-22.0
O=[N+]([O-])c1cnc(Nc2ccc(S(=O)(=O)Nc3nccs3)cc2)c([N+](=O)[O-])c1,38.0*
COCC(C)(O)CNC(=O)c1cccc(C#N)c1 (configuration not stated),-1.0
Cc1ccc(CNC(=O)C(=O)NCC2CCN(Cc3ccccc3)CC2)cc1,0.0
O=C1CCCCCCCCCCC(=NO)CCCO1,-8.1
Oc1ccc(C=NN2CCN(c3ccccn3)CC2)cc1,-2.1
Cc1ccc2[nH]c3c(c2c1)CN(C(=O)CN1C[C@H]2C[C@H](C1)c1cccc(=O)n1C2)CC3,-6.7

Continuation.
mol,SSB-PriA inh
CCCc1cc(=O)[nH]c(-n2nc(C)cc2NC(=O)C(C)(C)CCl)n1,44.0*
O=c1c(C=NOCc2ccc(Cl)cc2Cl)c[nH]n1-c1cccc(Cl)n1,2.2
O=C(NCc1ccc2c(c1)OCO2)c1ccc(Oc2nccnc2N2CCSCC2)cc1,-9.0
Cc1cc(/C=C2\SC(=N)NC2=O)c(C)n1-c1ccc(F)cc1,-1.5
COc1ccc(-n2nnc3c(=O)n(CC#N)cnc32)cc1OC,-5.0
CCCN1CCCc2cc(CCNS(=O)(=O)c3ccc(F)cc3C)ccc21,51.0*
O=C1C(=O)N(c2ccccn2)C(c2ccc(Br)cc2)C1=C(O)c1ccc(Br)cc1 (configuration not stated),-17.2
O=C(Nc1c2c(nn1-c1ccc(Oc3ccccc3)cc1)CSC2)c1ccc(C(=O)c2ccccc2)cc1,15.0
CCOc1ccc(/C=C2\CC3C4CCC5CCCCC5(C)C4CCC3(C)C2O)cc1 (configuration not stated),-3.0
Oc1ccccc1C=NN1CCCCC1,-13.9
COc1ccc(S(=O)(=O)N2CCN(c3ccc(-c4ccncc4)nn3)CC2)cc1C,-18.0
Cc1sc2nc(SCC(=O)Nc3sccc3C#N)n(-c3ccccc3)c(=O)c2c1C,-19.0
Cc1cc(C)c2nc(C)cc(NC(=O)c3cccs3)c2c1,-2.0&1.0
CCOc1c(Cl)cc(C=NNC(N)=S)cc1OC,0.5
COc1ccc(CCC(=O)NCC(c2ccc(F)cc2)N2CCOCC2)cc1 (configuration not stated),-1.0
COc1ccc2[nH]cc(CCNc3ccc(S(=O)(=O)C(C)(C)C)nn3)c2c1,-9.0&-6.0
COc1ccc(NC(=O)CO)cc1,-3.0&23.0
O=C(Nc1nc(-c2cc3ccccc3oc2=O)cs1)c1ccc(C(=O)c2ccccc2)cc1,-1.0
Cc1cccc(NC(=S)NNC(=O)COc2ccc(Cl)cc2Cl)c1C,16.0
Cc1ccc(N2CC(C(=O)NCc3cnn4ccccc34)CC2=O)cc1 (configuration not stated),-4.0
CC1C(=O)NN=C1C(=O)NN=Cc1ccco1 (configuration not stated),2.7
COCCCn1c(NS(=O)(=O)c2ccc(C)cc2)c(S(=O)(=O)c2ccc(C)cc2)c2nc3ccccc3nc21,59.2*
CCCS(=O)(=O)N1CCN(c2ncnc3c2nnn3CC)CC1,-10.0
Cn1nc(CN(Cc2ccco2)C(=O)C2CCN(S(C)(=O)=O)CC2)cc1C1CC1,-12.0
O=C(CSc1nnc2scc(-c3ccccc3)n12)Nc1ccc(-c2nc3ccccc3s2)cc1,-19.0&-7.0
Cc1ccc(S(=O)(=O)Nc2c(S(=O)(=O)c3ccc(C)cc3)c3nc4ccccc4nc3n2CCc2ccccc2)cc1,40.0
O=C(NCC[C@H](O)c1ccsc1)Nc1cccs1,-3.0
COc1cc(C(C)=O)ccc1OCC(=O)NCCOc1cccc(C(F)(F)F)c1,-10.0
Cc1cc(NC(=O)C(=O)NCCC2=CCCCC2)ccc1N1CCCC1=O,-25.0
CCOc1ccc(CC(=O)N(c2ccc(C)c(Cl)c2)C2C=CS(=O)(=O)C2)cc1 (configuration not stated),8.0
CSC(=S)N/N=C(/c1ccccc1)c1ccccn1,108.0*
CCOc1ccc(OCCNC(=O)c2ccc(OC)cc2OC)cc1,15.0
O=C(Nc1ccc(Cl)c(N2CCCS2(=O)=O)c1)C1CCCC1,10.0

Quoted at random: three records from the list.
mol,SSB-PriA inh
Cc1cc(NC(=O)C(=O)NCCC2=CCCCC2)ccc1N1CCCC1=O,-25.0
Cc1ccc(S(=O)(=O)Nc2c(S(=O)(=O)c3ccc(C)cc3)c3nc4ccccc4nc3n2CCc2ccccc2)cc1,40.0
O=C(NCC[C@H](O)c1ccsc1)Nc1cccs1,-3.0
